# Source: PubChem
# ER stress death: protection against thapsigargin ER stress killing – CSM14.1 cells, ATP luminescence, primary screen; actives 0.33% (n = 48,000); relative survival (cellular ATP), % at 15 µg/mL (by protocol); CSM14.1 thapsigargin ER stress survival;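 active = survival measured by cellular ATP above 50% at 15 µg/ml in the first screen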;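 note: cell death triggered by about 15 µM thapsigargin; ATP read 24 h after thapsigargin was added; plate controls were thapsigargin with DMSO for no effect and DMSO without thapsigargin for full effect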
# * hit, by the source's call. This is a subset; the hit share may differ from the screen's.
SMILES,ER stress death
Cc1ccc(O)c(NC(=O)c2cc3n(n2)C(C(F)(F)F)CC(c2ccc(F)cc2)N3)c1 (configuration not stated),20.4
COc1ccc(C(=O)Nc2ccc(NC(=O)c3cc4ccccc4o3)c(OC)c2)cc1Br,8.2
COc1ccc(OCc2ccccc2)c(C=O)c1,1.0
COc1ccc(S(=O)(=O)n2cnc(C)c2)cc1,3.1
O=C(COc1cccc2ccccc12)NNC(=O)c1ccc(Cl)c(Cl)c1,3.8
CN(C)/C=C/C=C1C(=O)OC(C)(C)OC1=O,-1.7
Cc1ccc2cc(C)c(N3CCC(C)CC3)nc2c1,7.0
CCOC(=O)C1=NNC2C(=O)N(Cc3ccccc3)C(=O)C12 (configuration not stated),8.9
COc1ccc(/C=C2/SC(=O)N(CNc3ccc(Br)cc3C)C2=O)c(OC)c1,-9.3
O=C(CSc1cccc2cccnc12)N1CCOCC1,4.6
CC(Sc1n[nH]c(=O)[nH]c1=O)C(=O)OCc1ccccc1 (configuration not stated),7.4
O=[N+]([O-])c1ccc(-c2[nH]c(-c3cccs3)nc2-c2ccccc2)cc1,-5.3
COc1ccc(S(=O)(=O)N(CC(=O)N2CCCCCC2)c2cc(C)cc(C)c2)cc1OC,12.7
CCSc1nncn1/N=C/c1ccc(OC)c(OC)c1,6.1
O=C(Cc1ccccc1[N+](=O)[O-])N1CCN(c2cccc(Cl)c2)CC1,-4.1
Cc1c(C=Nc2ccc(Br)cc2)c(O)n(C)c(=O)c1C#N,3.0
CCOC(=O)c1ccc(N2C(=O)C3CC=C(C)CC3C2=O)cc1 (configuration not stated),9.0
COc1ccc(N=Cc2c(O)n(-c3ccccc3Cl)c(=O)[nH]c2=O)cc1,-0.8
Nc1nnc(SCC(=O)NCC(=O)c2ccccc2)s1,2.1
Cc1ccc(N2C(=O)NC(=O)/C(=C/c3cccc(Cl)c3)C2=O)cc1,7.3
CC1CCN(C(=O)c2ccc([N+](=O)[O-])cc2NC(=O)c2cccs2)CC1,1.3
CC(Cc1ccccc1)NC(=O)CC(c1ccccc1)c1ccc(O)c(Cl)c1Cl (configuration not stated),6.6
CN1C(=O)NC(=O)/C(=C/c2ccc(-c3cccc(Cl)c3Cl)o2)C1=O,13.8
COc1cccc(-c2cc(C(=O)Nc3nc4ccccc4s3)c3ccccc3n2)c1,4.0
CC(C)(O)C#Cc1ccc(C(=O)N2CCN(C/C=C/c3ccccc3)CC2)cc1,11.8
SMILES,ER stress death
CCSc1nnc2c(n1)OC(c1ccc(O)c(O)c1)Nc1ccccc1-2 (configuration not stated),8.3
O=C(O)CSc1nnc(-c2cccs2)n1-c1ccccc1,-0.6
O=C(NCC1CCCO1)C(=O)Nc1ccc(Oc2ccccc2)cc1 (configuration not stated),-1.9
Cc1nc(C)n(C)c(=O)c1-c1ccccc1,-12.7
O=C1NC(=S)S/C1=C\c1ccccc1[N+](=O)[O-],2.6
O=Cc1ccc(OCc2ccc([N+](=O)[O-])cc2)cc1,13.9
O=C(Cc1ccccc1)Nc1ncc(Cc2ccc(Cl)cc2Cl)s1,10.0
CC1CCc2c(sc(NC(=O)c3ccccc3Cl)c2C(=O)NCc2ccco2)C1 (configuration not stated),1.7
N/C(=N\OC(=O)c1cccc2ccccc12)c1cccc([N+](=O)[O-])c1,24.2
Cc1ccc(N(CC(=O)Nc2ccccc2C)S(=O)(=O)c2ccc(F)cc2)cc1,4.7
CCN(CC)c1ccc(/C=C2\C(=O)NC(=S)N(c3ccc(F)cc3)C2=O)c(OC)c1,-4.5
O=C(c1cc([N+](=O)[O-])ccc1F)N1CCN(c2cc(N3CCCCC3)c(F)cc2[N+](=O)[O-])CC1,-2.7
CC(=O)Nc1ccc(NC(=O)CCC(=O)NCCO)cc1,7.1
CC(=O)c1cccc(NC(=O)c2ccccc2N(Cc2ccccc2)S(=O)(=O)c2ccccc2)c1,5.6
C=CCNC(=O)C(=O)NCc1ccccc1,8.8
Cn1c(=O)c2c(nc(NCCc3ccccc3)n2C)n(C)c1=O,1.3
CCCCNC(=O)Cn1nc(C(F)(F)F)c(Br)c1C,4.7
CC(C)=C(NC(=O)c1ccccc1)C(=O)N1CCOCC1,14.2
O=C1NC2=Nc3ccccc3NC(c3ccccc3)=C2C(c2ccc(N3CCOCC3)cc2)N1 (configuration not stated),7.1
CCOC(=O)c1sc(NC(=O)CCC2CCCC2)c(C(N)=O)c1C,10.7
O=C(N/N=C/C(Br)=C/c1ccccc1)c1cc(C2CC2)[nH]n1,1.5
CCN(CC)C(=O)C(=O)N/N=C/c1cccc(Br)c1,-3.8
C=CCN1C(=O)/C(=C\c2cc(OC)ccc2OC)C(=O)NC1=S,1.2
Oc1ccc(/C=N/Nc2ccc(C(F)(F)F)cn2)c(O)c1,14.0
COC(=O)C1=C(O)/C(=C/c2cc(C)n(-c3ccc(Cl)cc3Cl)c2C)N=C1C,-2.3

# Gathered by group, the compounds so far containing fluorine
SMILES,ER stress death
Cc1ccc(O)c(NC(=O)c2cc3n(n2)C(C(F)(F)F)CC(c2ccc(F)cc2)N3)c1 (configuration not stated),20.4
Cc1ccc(N(CC(=O)Nc2ccccc2C)S(=O)(=O)c2ccc(F)cc2)cc1,4.7
CCN(CC)c1ccc(/C=C2\C(=O)NC(=S)N(c3ccc(F)cc3)C2=O)c(OC)c1,-4.5
O=C(c1cc([N+](=O)[O-])ccc1F)N1CCN(c2cc(N3CCCCC3)c(F)cc2[N+](=O)[O-])CC1,-2.7
CCCCNC(=O)Cn1nc(C(F)(F)F)c(Br)c1C,4.7
Oc1ccc(/C=N/Nc2ccc(C(F)(F)F)cn2)c(O)c1,14.0

# The list goes on:
SMILES,ER stress death
CC(=O)c1cccc(NC(=O)CSc2nncn2C)c1,8.9
COc1ccc(C2(CNC(=O)/C=C/c3ccco3)CCCC2)cc1OC,11.6
O=[N+]([O-])c1ccc(NCCNS(=O)(=O)c2ccc(Cl)cc2)c(Cl)c1,5.5
O=C(CC1Nc2ccccc2NC1=O)Nc1ccc(O)cc1 (configuration not stated),6.8
CCOC(=O)c1c(C)nc(C)c(C(=O)OCC)c1-c1ccccc1,3.5
COc1ccc(OC)c(NC(=O)CN(c2ccc(C)cc2)S(=O)(=O)c2ccc(OC)c(OC)c2)c1,8.5
CCOC(=O)c1c(-c2ccccc2)oc2ccc(O)c(CN3CCCC3)c12,-2.2
COc1cc(NC(=O)COc2ccc(C)cc2)ccc1NC(=O)c1ccco1,-0.1
COc1ccc(NC(=O)COc2ccc(-c3ccc(C)cc3)cc2)cc1,11.5
N/C(=N/OC(=O)c1ccccc1F)c1nonc1N,-1.3
CCOC(=O)c1c(NC(=O)CSc2nncn2C)sc2c1CCCC2,10.9
Cc1ccc(S(=O)(=O)CCc2nc3ccccc3o2)cc1,0.7
Cc1ccc(NC(=O)/C=C/c2ccco2)c([N+](=O)[O-])c1,-9.7
COCCNC(=O)CN(c1ccccc1OC)S(=O)(=O)c1ccccc1,12.4
Nc1nc(SCc2ccc(Cl)c(Cl)c2)nc2sc3c(c12)CCC3,5.6
CCOC(=O)c1c(NC(=O)c2cncc(Br)c2)sc(C)c1C,1.5
COc1cc2c(cc1OC)C(C)N(C(=O)C1COc3ccccc3O1)CC2 (configuration not stated),8.6
CCCc1c(O)nc(SCCN(CC)CC)n(C(=O)c2ccccc2)c1=O,-2.8
COc1ccc(NS(=O)(=O)c2cc(C(=O)O)ccc2Br)cc1,1.6
O=C1OC(c2ccccc2I)=N/C1=C\c1cccc([N+](=O)[O-])c1,7.4
COc1ccccc1OCCCOc1ccccc1OC,2.5
O=C(NCc1ccncc1)c1ccc(Br)o1,9.4
COc1cc2c(cc1NC(=O)c1ccc(C)c([N+](=O)[O-])c1)oc1ccccc12,3.0
Oc1c(C=Nc2cccc(Br)c2)sc2ccccc12,9.2
CC(C)c1ccc(NC(=O)c2ccc(CN3CCc4ccccc4C3)cc2)cc1,7.0
SMILES,ER stress death
COC(=O)c1ccc(N/C=C/C(=O)c2ccccc2)cc1,15.8
CNc1cc([N+](=O)[O-])ccc1N/C=C\C(=O)c1ccc2ccccc2c1,6.8
Cc1ccc(NC(=O)C(=O)NCCc2ccccc2)cc1C,4.3
O=C(CNC(=O)c1ccco1)c1ccc(F)cc1,-4.3
CC(=O)N(CC(C)(C)CC=C(C)C)C1CCCCC1,-1.0
CCc1ccc(OCCSc2nc3ccccc3c(=O)[nH]2)cc1,5.9
CC(=O)ON=C1c2cc(S(=O)(=O)N(C)C)ccc2-c2ccc(S(=O)(=O)N(C)C)cc21,14.8
COc1ccc(OCC(=O)Nc2ccc(-c3nc4ncccc4o3)cc2)cc1,3.2
CC(=O)CC(c1ccccc1)S(=O)(=O)c1ccccc1C (configuration not stated),13.0
CC1=NN(C(=O)C(C)C)C(O)(c2ccc(Br)cc2)C1 (configuration not stated),2.4
O=C(COC(=O)c1ccc(C#CC2(O)CCCCC2)cc1)c1ccc(Br)cc1,7.7
COc1ccc(N(CC(=O)NCC2CCCO2)S(=O)(=O)c2ccc(C)cc2)cc1 (configuration not stated),7.3
Cc1ccc(/C(O)=C2\C(=O)C(=O)N(CCCC(=O)O)C2c2cccc([N+](=O)[O-])c2)cc1 (configuration not stated),-8.3
CCCCOc1ccc(NC(=O)c2cccc(C(F)(F)F)c2)cc1,7.3
CCN1C(=O)/C(=C\c2ccccc2OS(=O)(=O)c2ccc(C)cc2)SC1=S,3.8
Cc1ccc2nc3c(cc(C#N)c(=N)n3CCCN3CCOCC3)c(=O)n2c1,9.5
O=c1c2c3n(c4cc(Cl)c([N+](=O)[O-])cc4c-2nn1-c1ccccc1)CCC3,-0.2
COc1ccc(Br)cc1/C=C/C(=O)Nc1ccc(C)cc1[N+](=O)[O-],2.1
COc1ccc2c(c1)/C(=N\OC(=O)c1ccc(OC)c([N+](=O)[O-])c1)CCC2,7.5
CCN(CC)CCCNC(=O)c1nn2c(C(F)(F)F)cc(-c3ccco3)nc2c1Cl,2.9
CC(=O)/C=C/c1cccc[n+]1C,8.2
CCN(CC)CCCNC(=O)c1nn2c(c1Cl)NC(c1ccc(C)cc1)CC2C(F)(F)F (configuration not stated),-15.1
CCOc1ccc(C(=O)Nc2ccc(O)c(-c3nc4ccccc4o3)c2)cc1[N+](=O)[O-],-1.4
CCOc1cc(/C=C2\SC(N3CCN(C4=NC(=O)/C(=C\c5ccc(O)c(OCC)c5)S4)CC3)=NC2=O)ccc1O,-1.9
O=C(CSc1cc(Cl)ccc1Cl)Nc1ccccc1Br,-0.4
SMILES,ER stress death
CC(=O)N(C1=C(Cl)C(=O)c2ccccc2C1=O)c1ccc(Cl)cc1,4.1
COc1ccc(-c2nc3c(n2O)CCC/C3=N\O)cc1OC,4.1
CCOc1ccccc1NC(=O)C(=O)NCc1ccccc1OC,6.4
COc1cc2nc(-c3cccc(C)c3)oc(=O)c2cc1OC,2.2
CC(C)(C)Nc1ncnc(NC(C)(C)C)c1[N+](=O)[O-],14.6
Cc1ccc(-n2c(SCCc3ccccc3)nc3sc4c(c3c2=O)CC(C)(C)OC4)cc1,5.1
CCOC(=O)C(CCCCOc1ccccc1F)C(=O)OCC,7.0
CCc1nc(-c2ccccc2)nc(C)c1C,-0.4
Cc1cc(OCC(=O)Nc2ccccc2F)ccc1Cl,6.7
O=C(Nc1ccccc1C(=O)Nc1ccccc1I)c1ccccc1,3.1
O=Cc1ccc(-c2ccc(OC(F)(F)F)cc2)o1,-2.9
CCc1ccc(-n2c(C)cc(/C=N/NC(=O)c3ccncc3)c2C)cc1,30.8
N/C(=N\OC(=O)c1cccc(Cl)c1)c1ccc(Cl)cc1,0.4
COC(=O)c1c(C)oc2ccc(OC(=O)c3ccc([N+](=O)[O-])cc3)cc12,-1.6
CCN(CC)c1ccc(/C=C2/SC(=S)N(NC(=O)c3ccc(Cl)cc3)C2=O)cc1,9.7
O=C(Cc1ccccc1)N/N=C/C=C/c1ccccc1Cl,7.4
O=C1CC(N2CCN(c3ccccn3)CC2)C(=O)N1c1cccc2ccccc12 (configuration not stated),5.1
O=C(c1cc2ccccc2oc1=O)N1CCN(C(c2ccccc2)c2ccccc2)CC1,5.2
CCC/C(O)=C1\C(=O)CC(C)(C)CC1=NCCO,4.3
COc1ccc(CNC(=O)c2ccc([N+](=O)[O-])o2)cc1,-27.8
O=C(CC1Sc2ccccc2NC1=O)Nc1ccc(N2CCOCC2)cc1 (configuration not stated),8.9
O=S(=O)(NCCOCc1ccccc1)c1ccccc1,14.1
CCOc1cccc(C(=O)Nc2ccc(C(=O)Nc3cccc(-c4nc5ccccc5o4)c3)cc2)c1,5.1
O=C(Nc1ccc(N2CCOCC2)cc1)c1ccc2c(c1)OCCO2,0.7
Cc1ccc(CN2CCN(Cc3ccncc3)CC2)cc1,3.6
SMILES,ER stress death
CC(=O)c1cccc(NC(=O)C2CCCCC2)c1,1.7
O=C1C(=O)N(c2cccc(Cl)c2)C(c2ccc(F)cc2)/C1=C(\O)c1ccccc1 (configuration not stated),5.8
Cc1cc(N/C=C/C(=O)c2ccc(Cl)s2)no1,3.2
CC1=CC(C)(C)NC(=S)N1NC(=O)c1ccccc1,0.3
CCOc1ccc(-c2cc(C)n3nc(C(=O)Nc4cccc(O)c4)cc3n2)cc1,13.7
N/C(=N\OC(=O)c1ccc(Cl)c([N+](=O)[O-])c1)c1ccccn1,-3.6
CC1=C(C(=O)Nc2ccccc2)C(c2ccc(Cl)cc2)N2C(=O)CSC2=N1 (configuration not stated),12.4
CSc1nnc2c(n1)OC1(Nc3ccccc3-2)C(=O)Nc2ccccc21 (configuration not stated),8.5
CCN=C(NCC)SC1CC(=O)N(c2ccc(Cl)c(Cl)c2)C1=O (configuration not stated),9.4

# A second format for 2 compounds above:
Compound | ER stress death
O=C1C(=O)N(c2cccc(Cl)c2)C(c2ccc(F)cc2)/C1=C(\O)c1ccccc1 (configuration not stated) | 5.8
Cc1cc(N/C=C/C(=O)c2ccc(Cl)s2)no1 | 3.2

# Copied from the list.
# ER stress death, Cc1cc(N/C=C/C(=O)c2ccc(Cl)s2)no1 = 3.2
# ER stress death, CCOc1ccc(-c2cc(C)n3nc(C(=O)Nc4cccc(O)c4)cc3n2)cc1 = 13.7

# Ordered by length of the SMILES (descending): 4 of the compounds above.
SMILES,ER stress death
CCOc1cc(/C=C2\SC(N3CCN(C4=NC(=O)/C(=C\c5ccc(O)c(OCC)c5)S4)CC3)=NC2=O)ccc1O,-1.9
COc1ccc(Br)cc1/C=C/C(=O)Nc1ccc(C)cc1[N+](=O)[O-],2.1
O=C(N/N=C/C(Br)=C/c1ccccc1)c1cc(C2CC2)[nH]n1,1.5
O=C(O)CSc1nnc(-c2cccs2)n1-c1ccccc1,-0.6
